# Screens (PubChem BioAssay)
# ERp5 block: inhibitors of ERp5-driven insulin aggregation, primary screen, biochemical, turbidity, absorbance 650 nm, single point | AID 651711, 2012 | inhibition, % at 9.99 µM | 90 min | 350,000 tested, 0.05% active | Protein disulfide-isomerase A6 (Homo sapiens), Q15084;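 active means mean replicate inhibition above about 25%, with every replicate also reaching it, limit read from the data, passing the limit was not always enough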
# XiGFP reactiv: activators of inactive X chromosome reactivation, primary screen, imaging, XiGFP fibroblasts, GFP high-content imaging, set 2. activation, % at 7.58 µM. 360,000 tested, 0.055% active. XiGFP mouse fibroblasts, % GFP-positive cells imaging, 3 d; cells co-treated with 5-aza-dC sensitizer; scaled so ellipticine positive control = 100%;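 active means mean normalized replicate activation at least 10% and every replicate at or above 10%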;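 further: 0% = median of on-plate neutral control wells and 100% = ellipticine 6 µM median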
#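 assay system = SV40-immortalized XiGFP fibroblast cells, line 68-5-11 | buffer or medium = DMEM plus 5-aza-dC sensitizer | doses = single-point pinned compound dosing | times = 3-day compound exposure, then 15 min fixation at room temperature | benchmarks = positive control ellipticine, 6 µM final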
# esBAF inh: Bmi1 luciferase reporter increase in mESCs, primary screen, esBAF inhibitor project, mouse ES cells, Bmi1 luciferase knock-in, single point; AID 602393, 2012; 24 h; 100% = twice the neutral-well signal; 350,000 tested, 2% active; reporter increase, % at 12.5 µM; in the data active means activation above about 40%;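 further: 0% = median of the plate's neutral control wells and 100% = double that signal; a rise in the Bmi1 reporter signal indicates esBAF inhibition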
# RAD52 anneal inh: RAD52 DNA annealing inhibitors, primary screen, biochemical, FRET, single point, set 2. recombinant RAD52 DNA annealing, FRET fluorescence. inhibition, % at 18.7 µM. 360,000 tested, 0.46% active. AID 651710, 2012;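 active means every replicate showing at least 50% inhibition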
# ERAP1 inh: human ERAP1 aminopeptidase inhibitors, primary screen, biochemical, single point, plate reader. Endoplasmic reticulum aminopeptidase 1 (Homo sapiens), Q9NZ08. recombinant ERAP1, Leu-AMC fluorescence, 60 min. inhibition, % at 10.7 µM. 340,000 tested, 0.15% active. AID 652197, 2013;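 active means mean replicate inhibition of at least 30%, or all replicates individually reaching that 30% level; inactive means mean below 30% and not every replicate reaching it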;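 further: 0% = neutral control wells and 100% = L-leucinethiol positive control wells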
# RAD54 inh: inhibitors of human RAD54 branch migration, primary screen, biochemical, fluorescence, single point. inhibition, % at 10.4 µM. DNA repair and recombination protein RAD54-like (Homo sapiens), Q92698. AID 602329, 2012. RAD54 Holliday junction branch migration, FAM/BHQ fluorescence. 360,000 tested, 0.14% active;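 active means mean normalized replicate activity at least 40 and at least half of replicates scoring 40 or more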;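 further: 0% = median of neutral control wells and 100% = median of positive control wells; inhibitors cause a drop in the FAM fluorescence signal; in these data hits start at about 50%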
# Target sequence (Q92698 whole entry, looked up): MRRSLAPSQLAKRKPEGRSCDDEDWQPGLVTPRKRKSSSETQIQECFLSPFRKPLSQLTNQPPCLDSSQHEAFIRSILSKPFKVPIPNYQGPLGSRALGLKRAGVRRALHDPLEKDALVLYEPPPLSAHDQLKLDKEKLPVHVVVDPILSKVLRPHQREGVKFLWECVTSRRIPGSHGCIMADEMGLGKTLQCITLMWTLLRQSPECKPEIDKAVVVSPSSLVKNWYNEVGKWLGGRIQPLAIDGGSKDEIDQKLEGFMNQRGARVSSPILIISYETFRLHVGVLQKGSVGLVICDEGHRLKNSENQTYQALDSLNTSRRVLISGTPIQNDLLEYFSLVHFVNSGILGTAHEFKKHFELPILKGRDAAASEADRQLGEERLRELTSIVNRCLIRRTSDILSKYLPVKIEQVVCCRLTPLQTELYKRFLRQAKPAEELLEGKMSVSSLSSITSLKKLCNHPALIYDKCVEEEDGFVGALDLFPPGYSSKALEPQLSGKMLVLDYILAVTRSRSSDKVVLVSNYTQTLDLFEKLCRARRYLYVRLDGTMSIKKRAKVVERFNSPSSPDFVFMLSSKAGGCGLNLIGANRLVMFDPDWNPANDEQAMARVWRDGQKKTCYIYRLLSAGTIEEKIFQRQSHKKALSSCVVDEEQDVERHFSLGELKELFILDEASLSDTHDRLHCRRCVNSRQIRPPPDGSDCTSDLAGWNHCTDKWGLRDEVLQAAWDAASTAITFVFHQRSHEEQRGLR
# E-selectin induc: E-selectin induction in HUVECs, primary screen, imaging, HUVEC, immunofluorescence imaging, single point. normalized: neutral wells 0, TNF-alpha wells 100. activation, % at 7.58 µM. 260,000 tested, 0.37% active;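 active means mean E-selectin-positive cell signal at least 10% of the positive control, reached in at least 60% of replicates, without over 20% cell loss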;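 further: in these data hits start at about 27%; measured in HUVEC primary endothelial cells; signal is the percent of cells scored E-selectin positive by PE staining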
#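 Assay system: HUVEC primary endothelial cells. Input: 3,000 HUVEC seeded per well. Doses: one compound dose added by pin transfer. Read-out basis: % PE-positive cells. Benchmarks: TNF-alpha high, DMSO low. Detection: immunofluorescence imaging. Buffer or medium: EGM-2, gelatin.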
# S100A4 MyoIIA: inhibitors of S100A4-myosin IIA peptide binding, primary screen, biochemical, fluorescence polarization, TAMRA-MyoIIA peptide | inhibition, % at 10.7 µM | Protein S100-A4 (Homo sapiens), P26447 | 360,000 tested, 0.14% active;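 active means mean inhibition of at least 70% across replicates, with every replicate also reaching that level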
# Target sequence (P26447 whole entry, looked up): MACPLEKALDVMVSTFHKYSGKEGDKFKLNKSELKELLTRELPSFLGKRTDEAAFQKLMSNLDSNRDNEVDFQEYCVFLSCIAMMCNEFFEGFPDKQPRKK
#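 incubation = readout 5 min after mixing, signal stable up to 60 min | system = S100A4 monomer protein | buffer or medium = HEPES pH 7.2 with CaCl2, KCl, NaCl, DTT, Triton | benchmarks = neutral control DMSO, positive control TFP | also added = fluorescent myosin IIA peptide, 5 nM | compound dosing = one concentration per compound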
# * = called active by the depositor; · = no result given; & = joins results of further samples.
SMILES,ERp5 block,XiGFP reactiv,esBAF inh,RAD52 anneal inh,ERAP1 inh,RAD54 inh,E-selectin induc,S100A4 MyoIIA
C#CCOCCOCCOCCNc1nc(N2CCOCC2)nc(N2CCN(C(=O)CCCCCCCCCCNC(=O)[C@@H](CCC(=O)O)n3cc(CCCCCN)nn3)CC2)n1,2,0.0,2,14,-10,5,-0.1,1
Cc1ccccc1N1C(S)=C(C#N)C(=O)NC1c1ccco1 (centres undefined),4,0.2,4,-51,2,-1,1.3,-4
CC(C)NC(=O)N1CCN(c2ccncc2S(=O)(=O)N2CCCCC2)CC1,10,0.3,-2,-1,-4,4,-0.2,-3
COc1ccc(CCNC(=O)C2CC(=O)N(c3ccc(C(C)(C)C)cc3)C2)cc1OC (centres undefined),-10,0.0,·,-9,-2,·,·,-3
O=C(NNC(=O)c1ccc(O)cc1O)c1ccc(-c2ccccc2)cc1,-1,0.0,9,-11,1,-2,·,-8
Cc1c(NC(=O)CSc2nc3ccccc3c(=O)n2C(C)C)c(=O)n(-c2ccccc2)n1C,1,0.0,1,-6,-3,-7,0.2,0
CCCn1c(C2CC(=O)N(c3cc(OC)ccc3OC)C2)nc2ccccc21 (centres undefined),-7,1.0,-6,-10,3,-3,0.2,1
Cc1ccc(NC(=O)c2ccc(=O)n(CC(=O)Nc3ccccc3)n2)cc1,2,0.1,2,-3,-3,-1,·,-3
CN(C)c1ccc(NC(=O)Nc2ccc3c(c2)c(=O)n(C)n3Cc2ccccc2)cc1,-2,0.0,-4,-3,1,9,-0.6,0
O=C(c1ccc(F)cc1)N1CCCCN2[C@H](CO)[C@H](c3ccc(-c4ccccc4)cc3)[C@H]2C1,0,0.1,·,-2,1,-12,-0.4,9
COc1ccc(-c2ccc([C@H]3[C@@H](C#N)N(C(=O)C4CCC4)[C@H]3CO)cc2)cc1,-13,0.0,21,3,-1,-14,-0.3,7
O=C(NC1CCC1)[C@H]1[C@H](CO)[C@H]2Cn3c(ccc(/C=C/c4ccccc4)c3=O)[C@H]2N1Cc1ccncc1,-2,0.5,5,-51,0,-8,-0.5,-1

# Taken from the results shown (10 entries):
SMILES,ERp5 block,XiGFP reactiv,esBAF inh,RAD52 anneal inh,ERAP1 inh,RAD54 inh,E-selectin induc,S100A4 MyoIIA
CC(C)NC(=O)N1CCN(c2ccncc2S(=O)(=O)N2CCCCC2)CC1,10,0.3,-2,-1,-4,4,-0.2,-3
COc1ccc(CCNC(=O)C2CC(=O)N(c3ccc(C(C)(C)C)cc3)C2)cc1OC (centres undefined),-10,0.0,·,-9,-2,·,·,-3
O=C(NNC(=O)c1ccc(O)cc1O)c1ccc(-c2ccccc2)cc1,-1,0.0,9,-11,1,-2,·,-8
Cc1c(NC(=O)CSc2nc3ccccc3c(=O)n2C(C)C)c(=O)n(-c2ccccc2)n1C,1,0.0,1,-6,-3,-7,0.2,0
CCCn1c(C2CC(=O)N(c3cc(OC)ccc3OC)C2)nc2ccccc21 (centres undefined),-7,1.0,-6,-10,3,-3,0.2,1
Cc1ccc(NC(=O)c2ccc(=O)n(CC(=O)Nc3ccccc3)n2)cc1,2,0.1,2,-3,-3,-1,·,-3
CN(C)c1ccc(NC(=O)Nc2ccc3c(c2)c(=O)n(C)n3Cc2ccccc2)cc1,-2,0.0,-4,-3,1,9,-0.6,0
O=C(c1ccc(F)cc1)N1CCCCN2[C@H](CO)[C@H](c3ccc(-c4ccccc4)cc3)[C@H]2C1,0,0.1,·,-2,1,-12,-0.4,9
COc1ccc(-c2ccc([C@H]3[C@@H](C#N)N(C(=O)C4CCC4)[C@H]3CO)cc2)cc1,-13,0.0,21,3,-1,-14,-0.3,7
O=C(NC1CCC1)[C@H]1[C@H](CO)[C@H]2Cn3c(ccc(/C=C/c4ccccc4)c3=O)[C@H]2N1Cc1ccncc1,-2,0.5,5,-51,0,-8,-0.5,-1

# Continuation:
SMILES,ERp5 block,XiGFP reactiv,esBAF inh,RAD52 anneal inh,ERAP1 inh,RAD54 inh,E-selectin induc,S100A4 MyoIIA
CCOC(=O)N1CCN(C(=O)Nc2cccc3ccccc23)CC1,3,0.0,·,-4,6,·,0.3,-5
COC(=O)c1cc(S(=O)(=O)N2CCCCC2)ccc1N1CCOCC1,-3,-0.1,4,-13,-3,-4,·,-13
C[C@H]1CN([C@@H](C)CO)C(=O)c2cc(NC(=O)CCN3CCOCC3)ccc2O[C@@H]1CN(C)C(=O)Nc1ccc(C(F)(F)F)cc1,0,0.2,1,3,-1,-13,-1.0,5
C[C@H]1CN([C@@H](C)CO)S(=O)(=O)c2ccc(Br)cc2O[C@H]1CN(C)Cc1ccc(F)cc1,3&5,0.1&0.2,5&-11,-10&18,0&3,2&6,0.0&0.3,-5&41
O=C(Nc1nc(-c2cc(F)ccc2F)cs1)C1=NN(c2ccccc2)C(=O)CC1,-6,0.0,2,-6,1,·,·,-16
CC(OC(=O)C1CCCCC1)C(=O)Nc1cccc(Cl)c1 (centres undefined),2,0.1,-8,-18,-2,-6,-0.6,-7
CN(C)S(=O)(=O)c1cccc(NC(=O)CCc2nc3sc4c(c3c(=O)[nH]2)CCCC4)c1,5,-0.1,5,-12,6,1,·,-1
CCC(=O)NC[C@@H]1[C@@H](c2ccc(C3=CCCCC3)cc2)[C@@H](CO)N1CC1CC1,0,0.1,·,-34,-2,·,0.1,12
Cc1c(C)n(CC(O)CN2CCOCC2)c2ccccc12 (centres undefined),3,·,·,-3,2,·,·,5
CCCCn1c(N)c(N(CCOC)C(=O)CCCc2nc3ccccc3c(=O)[nH]2)c(=O)[nH]c1=O,-1,0.0,·,-14,-1,-5,·,-5
O=C(CCc1ccccc1Cl)NC1CCCN(c2ccc(C(F)(F)F)cn2)C1 (centres undefined),8,0.2,-11,-10,-1,-7,·,179*
CC(=O)NC[C@@H]1[C@H](c2ccccc2)[C@H](CO)N1C(=O)Cc1cccnc1,-4,0.3,6,-1,0,-7,0.0,-8
Cc1c(CN2CCN(c3ncc(Cc4ccccc4)cn3)CC2)c(=O)n(-c2ccccc2)n1C,0,0.0,·,2,6,·,-0.3,-3
Cc1ccc(C)c(C(=O)CCC(=O)NNC(=O)Cn2nc(C)cc2C)c1,-3,0.0,-6,-3,-2,-6,2.4,-5
OCCN1CCN(C(=S)c2ccc(-c3ccccc3)cc2)CC1,5,0.0,·,-26,·,-3,0.0,-2
C=CCON1C(=O)C(=O)N(OCC=C)[C@H]2CCCC[C@H]21,-3,0.5,·,-4,-2,-7,-0.1,-2
C[C@H](CO)N1C[C@H](C)[C@@H](CN(C)S(=O)(=O)c2ccccc2)OCCCC[C@H](C)Oc2ccc(NC(=O)Nc3ccc(F)cc3)cc2C1=O,-12,0.1,-1,30,1,1,0.4,-3
C[C@@H]1CCCCO[C@H](CN(C)Cc2ccccc2)[C@H](C)CN([C@H](C)CO)C(=O)c2cc(NC(=O)c3ccncc3)ccc2O1,6,-0.1,2,7,-2,1,-0.4,5
O=C(C[C@@H]1CC[C@H](NC(=O)CC2CC2)[C@H](CO)O1)NCC(F)(F)F,1,0.2,-2,14,-2,4,0.1,-5
Cc1ccc(OC(=O)c2c(C)nn(-c3ccccc3)c2C)cc1,7,0.2,65*,-11,0,-15,-0.1,-3
CC(C)CNC(=O)C(=O)Nc1ccc2c(c1)N(S(=O)(=O)c1cccs1)CCC2,2,-0.3,14,-15,2,·,-2.0,-1
Cc1cc2[nH]c3c(c[n+](C)c4ccccc34)c2cc1C,-1,0.5,·,104*,2,·,·,1
C=CCNC(=O)c1onc(CSc2cccc(OC)c2)c1C(=O)O,-3,0.0,10,-21,-2,-3,0.4,-3
O=C(OCc1ccccc1)N1CCC2CC1c1cc(Cl)ccc12 (centres undefined),14,·,0,-14,-3,-21,0.0,3
O=C(Nc1cccc(NC(=O)c2ccco2)c1)c1cnccn1,3,·,4,-8,0,14,·,-1
CO[C@@H]1CN(C)C(=O)c2cc(NS(=O)(=O)c3ccccc3F)ccc2OC[C@H](C)NC[C@@H]1C,-10,-0.4,-4,-26,-1,-1,-0.2,-9
C[C@H]1CN([C@@H](C)CO)C(=O)c2cc(NC(=O)Cc3cn(C)c4ccccc34)ccc2O[C@H]1CN(C)S(=O)(=O)c1ccc(F)cc1,7,-0.1,4,-6,-1,-18,0.9,-2
O=C(COC(=O)[C@@H]1CCCN1C(=O)c1cccs1)NCCc1ccccc1,3,·,-4,9,1,-10,·,0
Cc1cc(C)c2ccc3c(C)c(C)nc3c2[nH]1,-7,-0.2,·,-4,-1,·,0.9,0
O=C(Nc1ccnn1C1CCN(CC2CC=CCC2)CC1)c1ccccc1 (centres undefined),-3,0.0,5,-53,-2,-7,-0.1,-3
c1ccc(COc2cncc(-c3cccnc3)c2)cc1,2,-0.1,17,-1,-1,1,1.1,0
Cc1ccc(S(=O)(=O)N(C)C[C@@H]2Oc3ccc(NC(=O)C4CCCCC4)cc3CC(=O)N([C@@H](C)CO)C[C@@H]2C)cc1,-3,-0.3,1,3,-1,-1,0.2,-2
COc1cccc(S(=O)(=O)N(C)C[C@@H]2Oc3ncc(C#CC(C)(C)O)cc3C(=O)N([C@H](C)CO)C[C@@H]2C)c1,-3,0.7,-2,-8,-3,-1,0.0,5
O=C(NC1CCCC1)N1CC(=O)N2[C@H](CO)[C@H](c3ccc(C4=CCCCC4)cc3)[C@@H]2C1,-2,0.1,·,15,2,·,0.4,7
Cc1ccc(NC(=O)c2ccc(CNc3c(N4CCOCC4)c(=O)c3=O)cc2)cc1,6,0.0,1,-7,2,8,-0.9,3
Cn1nc(C(F)(F)F)c(-c2ccc(Br)cc2)c1NC(=O)C1CCC1C(=O)O (centres undefined),-1,0.0,·,-7,5,-12,·,-2
CN(C)CC(=O)N[C@@H]1C=C[C@H](CC(=O)NCCN2CCCCC2)O[C@H]1CO,-2,0.6,2,-1,1,10,-0.3,-1
C[C@H](CO)N1C[C@H](C)[C@H](CN(C)Cc2ccc(Cl)c(Cl)c2)Oc2c(NC(=O)C3CC3)cccc2C1=O,5,0.0,-3,1,5,-6,-0.7,-1
O=C(NCc1cc2ccccc2[nH]1)C1CCC(=O)N(CCCN2CCCC2=O)C1 (centres undefined),-4,0.0,1,-6,-1,-4,·,-1
CC(C)C(=O)Nc1ccc2c(c1)nc(CCN1CCN(c3ccccn3)CC1)n2C,3,0.0,0,0,0,2,-0.3,1
COCC#Cc1ccc2c(c1)O[C@@H](CN(C)Cc1ccncc1)[C@@H](C)CN([C@H](C)CO)S2(=O)=O,-1,-1.0,-5,-8,-1,1,-0.2,8
O=C(CNc1cccc([N+](=O)[O-])c1)NC(=O)NC1CCCCC1,0,0.0,8,-11,2,-11,0.0,1
Cc1cccc(NC(=O)c2cnn(-c3ccc(F)cc3)c2C2CCNCC2)c1C,0,0.0,8,9,-1,4,-0.1,5

# Outcome played no part in choosing rows (roughly 2.5% active in at least one column).
